Compound activity deposited in PubChem by several laboratories.
Hck-Nef inh: inhibitors of Nef-activated human Hck kinase, primary screen, biochemical, Z-Lyte FRET, 384-well, Hck-YEEI; 0.68% of 220,000 active; AID 463187, 2010; inhibition, % at 20 µM; Tyrosine-protein kinase HCK (Homo sapiens), P08631; Recombinant Hck-YEEI plus Nef, Z-Lyte FRET kinase assay;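 active = Hck-Nef kinase inhibition above about 50%, limit read from the data; inactive = inhibition below that limit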;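 note: 0% = DMSO with Hck plus Nef and 100% = Hck alone without Nef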
14-3-3 Bad PPI: inhibitors of 14-3-3 zeta/Bad binding, primary screen, biochemical, TR-FRET, bovine 14-3-3 zeta. 14-3-3 protein zeta/delta (Bos taurus), P63103. TR-FRET 14-3-3zeta/Dy647-pBad peptide displacement, 1 h. inhibition, % at 21.7 µM. 0.71% of 220,000 active. AID 781, 2007;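 active = inhibition above about 70%, limit read from the data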;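 note: 0% = full 14-3-3 plus peptide FRET controls and 100% = background without 14-3-3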
Target sequence (P63103 whole entry, looked up): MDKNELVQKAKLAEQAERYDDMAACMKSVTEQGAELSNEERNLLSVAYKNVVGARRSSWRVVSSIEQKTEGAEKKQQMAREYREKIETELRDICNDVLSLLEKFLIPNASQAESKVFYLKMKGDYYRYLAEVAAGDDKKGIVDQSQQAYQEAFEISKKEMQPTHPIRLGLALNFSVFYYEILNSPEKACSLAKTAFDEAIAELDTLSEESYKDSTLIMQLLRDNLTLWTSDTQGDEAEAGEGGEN
Wee1 degr inh: Wee1 degradation inhibitors, primary screen, cell-based, HeLa, Wee1K328M-luciferase, luminescence; Wee1-like protein kinase (Homo sapiens), P30291; HeLa Luc-Wee1K328M stability; 100% = proteasome inhibitor MG132 effect; reporter increase, % at 5 µM; 1.2% of 220,000 active;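 active = activation above the mean of all tested compounds plus 3 SD, set per screening run, cut at about 8.8% in these data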;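 note: cells exposed to compound for 20 h before luminescence read; 0% = DMSO alone and 100% = MG132 at 30 µM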
Thrombin inh: human alpha-thrombin inhibitors, primary screen, counter-screen for coagulation protease inhibitor project, biochemical, 1536-well, fluorogenic AMC substrate | inhibition, % at 5 µM | 0.26% of 220,000 active | Prothrombin (Homo sapiens), P00734 | Boc-VPR-AMC fluorogenic substrate cleavage;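 active = inhibition at or above 40%; inactive = inhibition below 40%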;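 note: 0% = enzyme with no compound and 100% = wells without enzyme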
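Assay system: human alpha-thrombin enzyme. Reagent: Boc-VPR-AMC substrate, 15 µM final. Compound dosing: one concentration per compound, 5 µM, with 0.2% DMSO. Incubation: room-temperature reaction. Technique: AMC fluorescence, 355/460 nm. Measure: % inhibition relative to enzyme controls and enzyme-free blanks.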
Runt-SMMHC FRET: inhibitors of RUNX1 Runt–CBFb-SMMHC binding, primary screen, biochemical, FRET, Cerulean-Runt, Venus-CBFb-SMMHC, uHTS. Cerulean-Runt/Venus-CBFb-SMMHC FRET ratio 530/480, 1 h. Runt-related transcription factor 1 (Homo sapiens) + Core-binding factor subunit beta …. 0.74% of 220,000 active. AID 1434, 2008. inhibition, % at 20 µM;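 active = mean inhibition across duplicate retests at 20 µM reaching about 50%, limit read from the data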;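 note: 0% = DMSO wells and 100% = wells with excess untagged CBFb-SMMHC; inhibitors lower the FRET ratio by blocking Runt binding to CBFb-SMMHC; some results filed as inactive read as strong as hits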
KLK5 inh: human KLK5 protease inhibitors, primary screen, biochemical, 1536-well; inhibition, % at 5 µM; AID 873, 2007; 0.59% of 210,000 active; recombinant hK5, fluorogenic AMC substrate cleavage;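 active = inhibition of 40% or more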;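 note: 0% = enzyme controls without compound and 100% = no-enzyme blanks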
FXIIa inh 1536: human FXIIa protease inhibitors, primary screen, biochemical, 1536-well | Coagulation factor XII (Homo sapiens), P00748 | purified FXIIa, Boc-QGR-AMC fluorogenic substrate, 2 h | inhibition, % at 5 µM | 0.3% of 220,000 active | AID 800, 2007; in the data active = inhibition above about 40%;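 note: 0% = enzyme with no compound and 100% = blank without enzyme; many of its hits are not listed in these tables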
FXIa inh: human FXIa protease inhibitors, primary screen, biochemical, 1536-well; AID 798, 2007; inhibition, % at 5 µM; purified FXIa, Boc-Glu-Ala-Arg-AMC fluorogenic substrate; 0.14% of 220,000 active; Coagulation factor XI (Homo sapiens), P03951;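 active = inhibition of at least 40%; inactive = inhibition below 40%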;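 note: fluorescence of freed AMC excited at 355 nm; 0% = enzyme without compound and 100% = no enzyme blank; many of its hits are not listed in these tables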
Target sequence (P03951 19-387 limits assumed): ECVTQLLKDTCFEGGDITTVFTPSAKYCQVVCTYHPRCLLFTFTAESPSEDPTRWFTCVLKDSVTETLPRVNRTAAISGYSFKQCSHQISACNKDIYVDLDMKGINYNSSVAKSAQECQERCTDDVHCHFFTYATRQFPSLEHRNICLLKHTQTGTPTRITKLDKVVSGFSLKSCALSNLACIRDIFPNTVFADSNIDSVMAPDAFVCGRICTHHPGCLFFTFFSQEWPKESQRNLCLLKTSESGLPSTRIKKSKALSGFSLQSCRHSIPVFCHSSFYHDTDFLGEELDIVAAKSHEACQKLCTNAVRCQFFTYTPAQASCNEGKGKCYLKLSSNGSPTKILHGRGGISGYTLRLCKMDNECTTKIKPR
Target sequence (P03951 388-625 limits assumed): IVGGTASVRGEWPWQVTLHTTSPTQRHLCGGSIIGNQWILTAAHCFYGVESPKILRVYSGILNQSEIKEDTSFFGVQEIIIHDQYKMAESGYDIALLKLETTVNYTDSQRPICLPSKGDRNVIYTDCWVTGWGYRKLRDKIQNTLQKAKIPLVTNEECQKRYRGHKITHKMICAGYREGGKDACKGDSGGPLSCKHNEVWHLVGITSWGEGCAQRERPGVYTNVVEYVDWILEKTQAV
Runt-CBFb FRET: inhibitors of RUNX1 Runt–CBFb binding, primary screen, biochemical, FRET, Cerulean-Runt, Venus-CBFb, uHTS; Runt-related transcription factor 1 (Homo sapiens) + Core-binding factor subunit beta …; 0.46% of 220,000 active; Cerulean-Runt/Venus-CBFb FRET ratio 530/480, 1 h; inhibition, % at 20 µM;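 active = inhibition over about 50% at 20 µM in the single-dose screen, limit read from the data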;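 note: 0% = DMSO wells and 100% = excess unlabeled CBFb competitor control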
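test system = Cerulean-Runt domain fusion protein, energy donor | probe or stimulus = Venus-CBFb binding partner, 100 nM | incubation = two 1 h room-temperature incubations shielded from light | detection = fluorescence energy transfer, 422 nm excitation, 530/480 nm emission | measure = loss of energy transfer signal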
Active calls of the source: *; / = no result given; [ ] = another dose, or the depositor's remark.

structure,Hck-Nef inh,14-3-3 Bad PPI,Wee1 degr inh,Thrombin inh,Runt-SMMHC FRET,KLK5 inh,FXIIa inh 1536,FXIa inh,Runt-CBFb FRET
Cc1cccc(OCC(=O)Nc2ccc(C(=O)NCC(C)C)cc2)c1,17,13,3,-5,1,-1,10,-1,-2
CC1(C)N(O)CC(c2cccs2)=[N+]1[O-],-16,/,3,-2,-1,-12,-15,-12,0
CN(Cc1ccccc1)c1oc(-c2ccco2)nc1C#N,4,24,-2,-3,2,-7,13,2,1
Cc1ccc(NC(=O)c2ccccc2[N+](=O)[O-])nc1,1,2,4,-4,1,-11,3,5,-2
c1ccc(-n2ncc3c(NCc4ccco4)ncnc32)cc1,8,11,4,-4,-1,-17,5,-2,5
Cc1ccc(-c2cc(C)nc3ncnn23)cc1,2,6[fluorescence artefact?],0,-2,2,-3,11,-1,3
Cn1c(N)c(C(=O)CSc2nnc(-c3ccccc3F)n2C2CC2)c(=O)n(C)c1=O,17,-13,3,-4,-6,-3,9,-7,0
O=C(CNC(=O)c1ccccc1)OCc1cc(=O)n2cc(Br)ccc2n1,5,-12,-1,0,-4,-8,17,9,0
COc1ccc(NC(=O)N2CCN(c3nc(-c4cccc(OC)c4)cs3)CC2)cc1,-1,6,2,-7,-2,8,7,0,5
Cc1nc2ccccc2c2oc(C(=O)N3CCc4ccccc43)cc12,11,10,1,2,-2,5,12,4,0
CC(NC(=O)Nc1ccc(Cl)cc1)C(c1cccs1)N1CCOCC1 (centres undefined),2,8,-1,6,0,6,2,-2,0
COc1ccc(/C=C/C(=O)c2cc(F)ccc2OC(=O)c2ccc(OC)c(OC)c2)cc1OC,-4,-2,4,0,-11,14,6,8,-4
Cc1ccc(Cn2nc3c(cc2=O)CCc2ccccc2-3)cc1,9,-6,-1,5,1,17,9,2,-5
COP(=O)(OC)C(Nc1ccc([N+](=O)[O-])cc1)c1ccccc1 (centres undefined),3,0,0,-2,-5,2,2,2,0
CC(=O)c1cnc2ncnn2c1C,1,-2,0,-3,-1,-12,8,1,0
Cc1ccc(NC(=O)CSc2nnc(CNC(=O)C34CC5CC(CC(C5)C3)C4)n2-c2ccc(F)cc2)cc1,0,2,0,-2,1,-5,15,8,-4
COc1ccc(C(=O)O)cc1NS(=O)(=O)c1cccc2nsnc12,-1,-12,2,-8,-4,-15,17,4,2
c1cncc(Cc2cc3ccccc3[nH]2)c1,4,-18,1,-2,-2,-12,16,13,1
COc1ccc(/C=C(/NC(=O)c2ccc([N+](=O)[O-])cc2)C(=O)NCCCN(C)C)cc1,25,1,-1,0,-1,-2,5,-1,0
O=C(COc1ccccc1Br)Nc1ccccc1C(F)(F)F,20,-4,-3,-18,-1,-4,7,-7,0

Ten of the compounds above, with two lines to a compound:
The line under a structure holds: Hck-Nef inh, 14-3-3 Bad PPI, Wee1 degr inh, Thrombin inh, Runt-SMMHC FRET, KLK5 inh, FXIIa inh 1536, FXIa inh, Runt-CBFb FRET
CC(NC(=O)Nc1ccc(Cl)cc1)C(c1cccs1)N1CCOCC1 (centres undefined)
 : 2, 8, -1, 6, 0, 6, 2, -2, 0
COc1ccc(/C=C/C(=O)c2cc(F)ccc2OC(=O)c2ccc(OC)c(OC)c2)cc1OC
 : -4, -2, 4, 0, -11, 14, 6, 8, -4
Cc1ccc(Cn2nc3c(cc2=O)CCc2ccccc2-3)cc1
 : 9, -6, -1, 5, 1, 17, 9, 2, -5
COP(=O)(OC)C(Nc1ccc([N+](=O)[O-])cc1)c1ccccc1 (centres undefined)
 : 3, 0, 0, -2, -5, 2, 2, 2, 0
CC(=O)c1cnc2ncnn2c1C
 : 1, -2, 0, -3, -1, -12, 8, 1, 0
Cc1ccc(NC(=O)CSc2nnc(CNC(=O)C34CC5CC(CC(C5)C3)C4)n2-c2ccc(F)cc2)cc1
 : 0, 2, 0, -2, 1, -5, 15, 8, -4
COc1ccc(C(=O)O)cc1NS(=O)(=O)c1cccc2nsnc12
 : -1, -12, 2, -8, -4, -15, 17, 4, 2
c1cncc(Cc2cc3ccccc3[nH]2)c1
 : 4, -18, 1, -2, -2, -12, 16, 13, 1
COc1ccc(/C=C(/NC(=O)c2ccc([N+](=O)[O-])cc2)C(=O)NCCCN(C)C)cc1
 : 25, 1, -1, 0, -1, -2, 5, -1, 0
O=C(COc1ccccc1Br)Nc1ccccc1C(F)(F)F
 : 20, -4, -3, -18, -1, -4, 7, -7, 0

Continued:
structure,Hck-Nef inh,14-3-3 Bad PPI,Wee1 degr inh,Thrombin inh,Runt-SMMHC FRET,KLK5 inh,FXIIa inh 1536,FXIa inh,Runt-CBFb FRET
COc1ccccc1N1CCN(C(=O)C(C)N(c2ccc(C)cc2)S(C)(=O)=O)CC1 (centres undefined),13,1,-1,-4,-3,-10,10,-6,-1
CCN(CC)CCCNC(=O)C1CCN(c2ncnc3c2sc2cccc(F)c23)CC1,21,8,2,-8,-2,-5,6,-4,-1
CCOc1c(Br)cc(/C=C2/SC(=O)N(CC(=O)N3CCCC3)C2=O)cc1OC,0,-2,0,0,-17,-26,6,6,-8
O=C(CCSc1ccccc1)NCc1cccnc1,5,-1[fluorescence artefact?],-1,-4,-1,-19,12,8,-6
C/C=C/Cn1c(SCCCc2ccccc2)nc2c1c(=O)[nH]c(=O)n2C,10,11,1,2,-1,-4,12,2,-3
COC(=O)CSc1ncnc2c(C)csc12,0,0,0,-2,-2,-9,2,-4,0
CCCCCCCCCCCCN1C(=O)CSC1c1cccnc1 (centres undefined),9,-7,-1,-5,-11,3,1,2,-13
COc1ccc(CCn2c(=N)c(C(=O)NCc3ccco3)cc3c(=O)n4cccc(C)c4nc32)cc1,8,5,-2,1,142*,4,2,7,107*
Cc1cc(/C=C2/NC(=O)N(Cc3ccccc3F)C2=O)c(C)n1C,3,-8,-2,0,0,-11,13,11,-3
Cn1c(Cn2c(=O)sc3ccccc32)nnc1SCC(=O)N1CCN(c2ccccc2)CC1,-5,0,1,0,2,-10,15,6,-2
Cc1ccc(C(=O)Nc2ccc(CN3CCCCC3)cc2)c(C)c1,0,-2,-1,-1,1,/,5,0,0
CCOc1ccc(NCc2nnc(SCc3ccc(Cl)cc3)n2-c2ccccc2)cc1,1,-15,-2,-3,0,-11,8,6,-4
COc1ccc(CCNc2oc(-c3ccccc3OC)nc2C#N)cc1OC,0,-11,0,-1,-2,0,21,20,0
Cc1cc(C(=O)NCc2cc(C)n(C)n2)sc1-c1ccccc1,8,0[fluorescence artefact?],-1,-6,0,-12,-1,-1,-2
CCc1cc2cc(C(=O)Nc3ccccc3F)sc2s1,0,0,6,-2,-7,-25,7,-5,0
Cc1[nH]n(C2=NCCS2)c(=O)c1N=Nc1ccccc1,2,-21,2,3,-6,-15,13,-1,2
O=C(O)C1=C[C@@H](c2csc3ccccc23)C[C@@H](OCc2ccc(CO)cc2)O1,-2,9,3,4,0,9,15,7,-2
O=C(c1ccc(Oc2ccc(C(F)(F)F)cc2[N+](=O)[O-])cc1)N1CCOCC1,2,-13,4,-5,-4,-13,8,6,0
OC(CSc1c(Cl)cccc1Cl)CN1CCN(c2ccc(F)cc2)CC1 (centres undefined),-2,/,-4,-1,-2,-3,16,3,0
O=C(NCc1ccccc1)c1ccc(Cl)cc1[N+](=O)[O-],-1,-4,1,-3,-4,-25,0,-11,-1

(further entries)
structure,Hck-Nef inh,14-3-3 Bad PPI,Wee1 degr inh,Thrombin inh,Runt-SMMHC FRET,KLK5 inh,FXIIa inh 1536,FXIa inh,Runt-CBFb FRET
CC1=C(C(=O)Nc2ccc(C)cc2C)C(c2ccc([N+](=O)[O-])cc2)n2ncnc2N1 (centres undefined),0,-6,-4,-6,4,21,2,-4,0
Cc1ccccc1CS(=O)(=O)Cc1ccc(C(=O)NCC2CCCO2)o1 (centres undefined),-1,3,0,5,-2,6,-7,-1,0
O=C1CC(c2ccccc2)c2cc(O)ccc2O1 (centres undefined),0,10,5,3,10,-20,8,8,7
CCCCOc1ccc(NC(=O)CSc2nnnn2C)cc1,6,-3,-1,-2,3,-21,13,4,-1
O=C1CC(=C(c2ccccc2)c2ccccc2)C(=O)N1CCCN1CCN(c2cccc(Cl)c2)CC1,1,-12,0,2,4,-3,11,15,-2
CC(=O)Nc1cccc(-c2nnc(-c3ccccc3)o2)c1,8,12[fluorescence artefact?],1,-5,-2,-9,28,17,-1
CCCC(=O)Nc1cccc(-c2cn3ccsc3n2)c1,2,-12,1,-3,-1,-7,4,5,-1
Cc1[nH]n(-c2ccccc2)c(=O)c1C=Nc1ccc(S(=O)(=O)Nc2nccs2)cc1,5,-19,0,2,-4,-1,2,-5,/
COCCNC(=O)CSc1nccn1Cc1ccc2c(c1)OCO2,2,-11,0,-4,2,0,9,2,2
COc1ccc(N2C(=O)CCC(C(=O)c3ccccc3)=C2C)cc1,1,-1,-2,8,0,5,9,1,-1
CN(C)CCNC(=O)c1ccc(-c2nn(C)c(=O)c3ccccc23)cc1,-1,-5[fluorescence artefact?],2,-7,-1,-24,0,-1,1
CCN(CC)CCNC(=O)c1cc(Sc2nnc(C)s2)nc2ccccc12,5,0,3,-11,2,-5,13,4,0
CC(C)(C)c1ccc(CS(=O)(=O)CC2(O)CCN(C(=O)c3cccc(C(F)(F)F)c3)CC2)cc1,1,8[fluorescence artefact?],0,1,5,3,17,1,-3
O=C(COC(=O)CCC1CCCCC1)Nc1ccc(OC(F)F)cc1,5,0[fluorescence artefact?],-2,-11,-10,-27,-6,-2,-4
COc1ccccc1NC(=O)C(=O)N/N=C(\C)CC(=O)Nc1ccc(OCc2ccccc2)cc1,1,0,-2,0,10,-24,14,1,-2
Cc1ccc2nnnc(-c3ccccc3)c2c1,-1,3[fluorescence artefact?],4,-8,0,-11,-6,-9,-1
CCc1ccc(C2=NN(CCC(=O)NCc3cccs3)C(=O)CC2)cc1,19,-9,2,-6,0,0,11,1,-7
